# Screening results: PubChem BioAssay, several laboratories
# GPR35 antagonists: inhibition of zaprinast-stimulated GPR35 beta-arrestin translocation – imaging, U2OS, beta-arrestin-GFP, zaprinast agonist, primary screen (AID 2058); U2OS GPR35 beta-arrestin-GFP translocation imaging, zaprinast antagonism; higher % means a stronger effect; inhibition, % at 10 µM; hits with a dose series show IC50 in µM; 290,000 compounds, 0.052% hits;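 active means inhibition of at least 50% with at least 30 cells and total cytoplasm GFP at most 10,000,000; inconclusive means under 30 cells or total GFP of 10,000,000 plus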
# GPR55 LPI antagonism: inhibition of LPI-stimulated GPR55 beta-arrestin translocation – imaging, U2OS, beta-arrestin-GFP, LPI agonist, primary screen (AID 2013); U2OS GPR55 beta-arrestin-GFP translocation imaging, LPI antagonism; higher % means a stronger effect; 290,000 compounds, 0.13% hits; one-dose inhibition, % at 10 µM; IC50 in µM for titrated hits;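 active means spots per cell inhibited over 60%, with over 100 cells counted and total cytoplasm intensity under 500,000; inconclusive means wells with under 100 cells, flagged as likely toxic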;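 further: U2OS cells stably carrying GPR55 and arrestin-GFP stimulated by 5 µM LPI near EC80; imaged beta-arrestin-GFP aggregate spots per cell after agonist stimulation; plate controls were LPI-stimulated DMSO wells for no effect and DMSO wells without LPI for full effect; some results filed as inactive read as strong as hits; confirmed hits need IC50 under 10 µM and bright autofluorescent wells are also inconclusive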
# Dengue-2 NS5 capping: flavivirus cap methylation enzyme inhibition – biochemical, confirmation dose response, primary screen (AID 588689) | Dengue-2 NS5 methyltransferase capping enzyme assay, biochemical; higher % means a stronger effect | one-dose inhibition, % at 25 µM; IC50 in µM for titrated hits | 340,000 compounds, 0.3% hits; in the data active means a potency from the dose series; inconclusive means inhibition above about 29% without an active follow-up result
# AID2073: disruptors of CaV2.2 binding to Mint1 – biochemical, HTRF (AID 2073); HTRF protein-protein interaction, Mint1-CaV2.2; higher % means a stronger effect; inhibition, % at 20 µM, or IC50 in µM where a hit was titrated; 290,000 compounds, 0.19% hits; in the data active means inhibition mostly above about 51%, no sharp cut-off; inconclusive means no clear call, values can overlap the other calls; inactive means mostly below about 53%; further: some results filed as inactive read as strong as hits
# GPR55 activation: selective activators of receptor GPR55 – imaging, U2OS cells, beta-arrestin-GFP redistribution, primary screen (AID 1961) | U2OS GPR55 beta-arrestin-GFP redistribution imaging; higher % means a stronger effect | activation, % at 10 µM; hits with a dose series show EC50 in µM | 290,000 compounds, 0.048% hits;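 active means activation above 40% with more than 50 cells counted in the well; inconclusive means wells holding fewer than 50 cells, flagged as toxic or sparse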;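 further: U2OS osteosarcoma cells stably expressing GPR55 and beta-arrestin-GFP; plate controls were DMSO negative control for no effect and LPI positive control for full effect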
# NTR1 ag: agonists of NTR1, primary screen, imaging, U2OS cells, beta-arrestin-GFP, high content (AID 493036); activation, % at 20 µM; 330,000 compounds, 0.17% hits; P30989; NTR1-U2OS beta-arrestin-GFP spot imaging, agonist mode;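 active means activation at or above 40% of the spot to cytoplasm intensity ratio, with at least 20 cells analyzed; inconclusive means wells under 20 cells, flagged as cytotoxic or low count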;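 further: 0% = DMSO without peptide and 100% = 100 nM NTR1 peptide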
# Target sequence (P30989 whole entry, looked up): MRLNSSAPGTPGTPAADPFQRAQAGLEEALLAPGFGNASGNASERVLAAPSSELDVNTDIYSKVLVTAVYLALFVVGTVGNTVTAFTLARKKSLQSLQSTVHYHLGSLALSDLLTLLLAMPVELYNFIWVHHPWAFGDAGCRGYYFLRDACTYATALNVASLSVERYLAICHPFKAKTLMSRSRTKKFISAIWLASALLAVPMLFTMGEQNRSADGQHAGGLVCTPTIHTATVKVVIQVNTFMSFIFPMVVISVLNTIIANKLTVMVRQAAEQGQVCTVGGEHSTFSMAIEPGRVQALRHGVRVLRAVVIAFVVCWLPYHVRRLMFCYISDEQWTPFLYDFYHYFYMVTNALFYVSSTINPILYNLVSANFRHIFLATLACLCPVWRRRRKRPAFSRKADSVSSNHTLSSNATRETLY
# HIV peptide binding: cell-free HIV fusion peptide-binding blockers – biochemical, uHTS, fluorescence dequenching, primary screen (AID 1986) | cell-free peptide binding, fluorescence dequenching, 30 min; higher % means a stronger effect | inhibition, % at 20 µM, or IC50 in µM where a hit was titrated | 290,000 compounds, 0.3% hits; in the data active means inhibition mostly above about 52%, no sharp cut-off; inactive means mostly below about 76%; further: some results filed as inactive read as strong as hits
# Siah-1 displacement: blockers of Siah-1 interaction with plectin peptide – biochemical, fluorescence polarization, rhodamine-plectin, uHTS, primary screen (AID 1817). Siah-1 / rhodamine-plectin peptide fluorescence polarization; higher % means a stronger effect. one-dose displacement, % at 20 µM; IC50 in µM for titrated hits. 290,000 compounds, 0.02% hits;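 active means displacement of at least 50% at 20 µM, with a fluorescence ratio check between 0.3 and a set limit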;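 further: plate controls were Siah plus tracer with DMSO for no effect and tracer alone without Siah for full effect; strong numbers were not always called active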
# UTI89 phage lysis: protection from phage-mediated lysis, alamar blue read-out – E. coli UTI89, K1F phage, bacterial capsule biogenesis inhibitors (AID 488966). inhibition, % at 100 µM, or IC50 in µM where a hit was titrated. 340,000 compounds, 0.02% hits. E. coli UTI89 K1F phage lysis, alamar blue, 2 h; higher % means a stronger effect;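 active means phage lysis inhibition, versus mean bacterial control, above a set limit; inconclusive means no clear call, values can overlap the other calls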;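 further: capsule biogenesis inhibitors block K1F phage lysis so surviving cells raise fluorescence; higher fluorescence means more inhibition of phage lysis; actives were called in the ten point dose series up to 300 µM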
# NTR1 ag cell count 20 µM: second read-out of NTR1 ag, no call of its own (marks repeat the call); cell count; measured here: cell count, cytotoxicity flag
# Dengue-2 NS5 capping pilot replicate: recorded beside Dengue-2 NS5 capping, whose call it bears; inhibition, %; measured here: pilot screen replicate inhibition
# * = called active by the depositor; ? = inconclusive; . = not tested or not shown; [ ] = remark or other dose.
SMILES,GPR35 antagonists,GPR55 LPI antagonism,Dengue-2 NS5 capping,AID2073,GPR55 activation,NTR1 ag,NTR1 ag cell count 20 µM,HIV peptide binding,Siah-1 displacement,UTI89 phage lysis,others
O=C(Nc1ccc(SC(F)F)cc1)C12CCC(CC1)C2,-5%,9%,-2%,4%,-0.2%,3.0,86,1.8%,3%,0.3%,
Cc1ccc(C)c(NC(=O)CCc2ccc(C)o2)c1,0%,7%,7%,-2%,-0.1%,2.2,60,1.0%,-4%,0.0%,
O=C(CN1C2=NCCCN2c2ccccc21)c1cccc(Br)c1,6%,7%,-1%,-2%,-0.1%,-2.9,45,-0.2%,-3%,6.3%,
Cc1ccc(NC(=O)CSc2nnc(Cc3ccccc3)o2)c(C)c1,-8%,0%,-9%,-5%,0.9%,1.3,88,-1.9%,4%,0.3%,
O=C(CSc1nccn1-c1ccc(F)cc1)NCc1ccc(F)cc1,-3%,-2%,-1%,-10%,1.4%,0.4,48,1.1%,1%,-1.2%,
COc1ccc(Cl)cc1NC(=O)NCC1CCN(C(=O)OC(C)(C)C)CC1,-8%,-5%,-2%,5%,0.0%,1.4,38,-2.1%,-5%,-0.4%,
O=C(c1ccccc1)N1CCN(C(=S)NCCc2ccccc2)CC1,5%,68%,5%,-19%,-0.2%,-0.7,84,-2.1%,-3%,0.3%,
C/C=C/c1ccc(OCCCn2cncn2)c(OC)c1,-6%,8%,-1%,-2%,-0.1%,-3.5,98,3.0%,-1%,0.1%,
CC(C)(C)c1ccc(C(=O)NCCC(=O)NCc2ccco2)cc1,11%,-11%,-8%,8%,0.1%,1.4,82,-1.3%,1%,-1.4%,
Cc1ccc(NC(=O)CN2C(=O)NC3(CCCc4ccccc43)C2=O)c([N+](=O)[O-])c1 (configuration not stated),-4%,-8%,1%,8%,-0.1%,0.8,53,0.2%,-2%,0.0%,
c1coc(CNc2ncnc3ccccc23)c1,19%,-6%,-8%,-1%,0.0%,-0.8,56,0.6%,7%,-4.6%,
COC(=O)c1ccccc1NC(=O)C(C)c1ccc([N+](=O)[O-])cc1 (configuration not stated),3%,10%,-5%,-2%,-0.8%,3.1,87,-0.5%,1%,0.0%,
COc1cc(NC(=O)c2cccc([N+](=O)[O-])c2)ccc1NC(=O)c1ccco1,-5%,-15%,-4%,-11%,0.4%,-0.5,83,-2.2%,3%,0.1%,
C/C=C/C(=O)Nc1cccc(C2=NOC3(C2)C[C@@H](C(N)=O)N(C(=O)c2cc([N+](=O)[O-])cc([N+](=O)[O-])c2)C3)c1 (some centres not stated),-4%,-4%,-2%,2%,-0.1%,2.8,57,0.0%,1%,-1.1%,
Cc1cc(N2CCN(C)CC2)ccc1NC(=O)c1c2c(nc3ccccc13)CCN(Cc1ccccc1)C2,-3%,19%,0%,0%,-0.3%,20,36,-1.0%,-8%,-0.4%,
COc1ccc(-n2c(SCC(=O)NCC3CCCO3)nc3ccccc32)cc1 (configuration not stated),-2%,-2%,-3%,-7%,-0.1%,-0.5,22,-1.2%,-2%,-0.2%,
NS(=O)(=O)c1ccc(CNS(=O)(=O)Cc2ccc(Cl)cc2)cc1,-10%,6%,7%,1%,-0.2%,-0.2,57,0.4%,-1%,0.5%,
Nc1ccc(C(=O)Nc2cccc(N)c2)cc1,-2%,17%,-5%,-11%,0.3%,.,.,-1.6%,5%,1.6%[50 µM],
Cc1nn(-c2ccccc2)c(N)c1C1(O)C(=O)N(C)c2ccccc21 (configuration not stated),16%,-6%,1%,5%,0.4%,0.5,67,-1.0%,0%,4.8%[50 µM],
CCOc1ccc(C2/C(=C(\O)c3ccc4c(c3)OCCO4)C(=O)C(=O)N2CCCn2ccnc2)cc1OC (configuration not stated),-10%,12%,3%,-2%,0.9%,1.0,55,-1.5%,1%,0.4%,
CCOC(=O)CSc1ncnc2c1cnn2-c1ccc(Cl)cc1,8%,5%,-12%,2%,-0.6%,-0.5,36,0.3%,0%,4.4%,
COc1ccc(-c2sc3ccc(N4CCOCC4)cc3c2-c2ccc(OC)c(F)c2)cc1,-4%,6%,0%,6%,-0.3%,11,83,0.6%,2%,0.4%,
CCOC(=O)C(=Cc1ccccc1OC)C(=O)OCC,5%,12%,-15%,-12%,1.0%,3.5,81,-1.2%,-2%,0.1%,
CC(/C=N/NC(=O)c1cc(C2CC2)[nH]n1)=C\c1ccccc1,5%,-6%,-4%,13%,0.1%,-0.3,35,-2.6%,-2%,0.9%,
CN(C)C(=S)Nc1ccc2c(c1)OCCO2,12%,3%,5%,-31%,-0.1%,-1.1,41,-1.9%,0%,-0.9%,
COc1ccc(-c2nnc(SCC(=O)Nc3nncs3)o2)cc1,-2%,7%,-4%,?,0.1%,0.4,60,0.9%,8%,1.9%,
COc1ccc(N2CC(C(=O)Nc3nnc(SCc4ccccn4)s3)CC2=O)cc1 (configuration not stated),11%,-9%,-1%,6%,0.2%,0.2,73,0.2%,2%,-0.3%[50 µM],
CC(C)(C)OC(=O)N/N=C\C=C\c1ccc2c(c1)OCO2,9%,11%,-6%,26%,-0.2%,-0.5,68,-0.7%,4%,0.0%,
COc1ccc(CNC(=O)c2c(C)oc3c2C(=O)c2ccccc2C3=O)cc1,-14%,6%,2%,-8%,-0.3%,6.8,94,4.5%,23%,1.3%,
CCC(=O)NC(c1ccc([N+](=O)[O-])cc1)c1c(O)ccc2ccccc12 (configuration not stated),-1%,8%,-1%,3%,-0.2%,2.3,51,0.0%,-3%,1.5%,

# 3 entries drawn at random from the list so far, as already listed:
SMILES,GPR35 antagonists,GPR55 LPI antagonism,Dengue-2 NS5 capping,AID2073,GPR55 activation,NTR1 ag,NTR1 ag cell count 20 µM,HIV peptide binding,Siah-1 displacement,UTI89 phage lysis,others
NS(=O)(=O)c1ccc(CNS(=O)(=O)Cc2ccc(Cl)cc2)cc1,-10%,6%,7%,1%,-0.2%,-0.2,57,0.4%,-1%,0.5%,
COc1ccc(N2CC(C(=O)Nc3nnc(SCc4ccccn4)s3)CC2=O)cc1 (configuration not stated),11%,-9%,-1%,6%,0.2%,0.2,73,0.2%,2%,-0.3%[50 µM],
Cc1nn(-c2ccccc2)c(N)c1C1(O)C(=O)N(C)c2ccccc21 (configuration not stated),16%,-6%,1%,5%,0.4%,0.5,67,-1.0%,0%,4.8%[50 µM],

# (next part)
SMILES,GPR35 antagonists,GPR55 LPI antagonism,Dengue-2 NS5 capping,AID2073,GPR55 activation,NTR1 ag,NTR1 ag cell count 20 µM,HIV peptide binding,Siah-1 displacement,UTI89 phage lysis,others
NS(=O)(=O)c1ccc(CCNC(=O)c2cnc(Cl)c(Cl)c2)cc1,1%,2%,-5%,4%,0.2%,3.5,51,3.8%,11%,0.6%,
CCc1cc(=O)oc2cc(C)c3c(C)coc3c12,3%,-12%,-1%,17%,-0.2%,-1.7,85,-0.4%,4%,0.3%,
CCCSc1nc(O)c(C2OC(=O)c3c2ccc(OC)c3OC)c(=O)n1-c1ccccc1 (configuration not stated),-1%,-1%,12%,-3%,-0.1%,0.7,49,1.2%,2%,5.2%,
CCn1c(Sc2nc(C)nc3scc(-c4cccs4)c23)n[nH]c1=O,13%,7%,1%,11%,-0.1%,-1.7,73,2.6%,2%,-0.3%,
CCn1c(O)c(N=NC(=O)Cn2ccc(C(F)(F)F)n2)c2ccccc21,-6%,-10%,-4%,-2%,0.6%,5.4,58,-1.6%,-8%,-0.1%,
CC1Cc2cc(S(=O)(=O)NCCC(=O)NCc3ccc(F)cc3)ccc2N1C(=O)C1CC1 (configuration not stated),5%,2%,-10%,4%,0.1%,0.8,51,2.4%,11%,0.2%,
Cc1cc(OCc2ccc(C(=O)NN=C3CCCC3)cc2)ccc1Cl,0%,2%,-6%,0%,0.2%,-1.6,85,-0.9%,-5%,0.4%,
CCOc1ccc(N(C(=O)c2snc(C(N)=O)c2N)C(C)C(=O)NC2CCCCC2)cc1 (configuration not stated),6%,-4%,-6%,6%,0.2%,25,46,-0.3%,0%,0.2%,
Cc1ccc(-n2c(Cl)c(Cl)nc(Cl)c2=O)cc1,46%,43%,-36%,-24%,39%,.,.,-2.2%,3%,2.7%[50 µM],
CCc1nnc2cccc(Cl)n12,1%,2%,-17%,-3%,0.0%,-0.2,42,0.5%,-1%,-1.1%,
COc1ccc(/C(C)=N/NC(=O)c2ccncc2)cc1,-1%,4%,3%,6%,-0.2%,1.4,59,0.7%,2%,0.7%,Dengue-2 NS5 capping pilot replicate=-0.6
COc1ccccc1N(CC(=O)NC1CCCCC1)S(C)(=O)=O,16%,9%,-3%,-2%,0.1%,-1.4,46,1.8%,3%,0.2%[50 µM],
O=C(N/N=C/c1cccnc1)c1ccccc1OCc1ccc(Cl)cc1,12%,6%,.,19%,-0.6%,-1.5,44,1.2%,7%,.,
C=CCC1CCC/C(=N\NS(=O)(=O)c2ccc(C)cc2)C1 (configuration not stated),6%,0%,-9%,1%,-0.1%,2.6,56,2.1%,4%,0.3%,
CN1CCN(CCCCC(=O)c2ccccc2)CC1,4%,0%,-8%,-4%,-0.1%,0.4,57,-1.3%,1%,-0.1%,
CCc1nonc1NC(=O)COc1cc(C)c(Cl)c(C)c1,2%,9%,-5%,6%,-0.2%,1.1,70,1.6%,7%,0.1%,
O=C(COc1ccc(Br)cc1)NCc1ccccn1,3%,-4%,2%,1%,-0.1%,1.2,65,0.5%,0%,2.1%,
CCCc1cc(=O)[nH]c(SCCCCN2C(=O)c3ccccc3C2=O)n1,-4%,7%,-10%,-6%,0.2%,2.1,47,-0.1%,4%,0.2%,
O=C(CS(=O)CC(=O)N(c1ccccc1)C(C(=O)NC1CCCC1)c1cccs1)Nc1ccc(F)cc1 (configuration not stated),24%,14%,3%,4%,0.0%,13,99,1.6%,2%,-1.1%,
COc1cccc(CNS(=O)(=O)c2cc(Br)cc3c2N(C(C)=O)C(C)C3)c1 (configuration not stated),-8%,10%,1%,6%,-0.2%,-0.8,46,0.6%,2%,0.2%,
CCCCCCOC(=O)C[N+](C)(C)CCOC1CC2CCC1(C)C2(C)C (configuration not stated),-4%,2%,-6%,3%,0.0%,40*,78*,-1.5%,-2%,0.4%,
O=C(Nc1ccc(Cl)cc1C(F)(F)F)c1ccc(Cl)cc1,3%,5%,-5%,3%,-0.1%,0.5,62,0.0%,4%,6.6%,
